Screens as filed in PubChem BioAssay.
EPAC1 ag: activates human EPAC1 exchange factor; O95398; AID 720707; Potency, µM (highest dose often 154 µM), for inactives: at the top dose activation, usual class: activators; EPAC1 agonist qHTS, biochemical assay; response scale: 100% = response to 6.5 mM cAMP; actives 0.073% (n = 360,000); also: potency is read from the fitted curve at half-maximal effect; nearly all actives have a fitted effect of over 60% in size
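Fluorescent GDP-exchange assay: 100 nM EPAC1 with 250 nM Rap1B preloaded with BODIPY-GDP and 50 uM GDP; compounds tested as concentration series, 5 min at room temperature, then read every 5 min for 30 min (ex 480/em 540 nm); normalized to 6.5 mM cAMP.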
aSyn rescue: inhibitors of alpha-synuclein toxicity in yeast. Yeast expressing alpha-synuclein, growth rescue, BacTiter-Glo, 24 h. Potency, µM (series often up to 46.1 µM), without a hit: at the highest dose growth rescue (activation), usual class: activators. actives 0.14% (n = 370,000). AID 652106; also: potency is read from the fitted curve at half-maximal effect; % of control where 0% means no effect; nearly all actives have a fitted effect of over 65% in size
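Readout is rescue of growth in alpha-synuclein-expressing yeast, so inhibitors of toxicity appear as activators. Growth after 24 hr at 30 deg C in galactose medium is quantified by luminescence.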
PLK1 PBD inh: PLK1 (human) polo-box domain binding inhibition; P53350; Plk1 PBD binding of FITC phosphopeptide, fluorescence polarization; Potency, µM, for the others: max response, negative = inhibition, hits mostly inhibitors; actives 2.8% (n = 360,000); also: potency is read from the fitted curve at half-maximal effect; series mostly up to about 57 µM; % is scaled to controls: 0 for no effect and ±100 for the full control effect; nearly all actives have a fitted effect of over 65% in size
PI5P4Ka inh: PI5P4K alpha (human) kinase inhibition; max response, %; PI5P4Kalpha enzyme, ADP-Glo luminescence, 60 min; stronger effect = lower value; actives 1.2% (n = 330,000); P48426; active = max response of -50% or lower; inconclusive = between -30% and -50%; inactive = -30% or higher; also: value at the top dose of about 77 µM; % is scaled to controls: 0 for no effect and ±100 for the full control effect
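PI5P4Kalpha ADP-Glo assay; 5 microM ATP final; 60 min RT reaction; HEPES pH 7.4/EGTA/CHAPS, 5% DMSO; controls lacking substrate or enzyme; luminescent end-point.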
IL-2 act: activators of IL-2. activation, % (series mostly up to about 46 µM). AID 652025. actives 0.065% (n = 360,000). IL-2 activation reporter assay, cell-based qHTS; stimulated with anti-CD3/CD4/CD28 beads; in transgenic mouse T cells; in the data active = activation above about 50%; inconclusive = mostly about 30% to 49%; also: 0% is about no effect
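EGFP and DsRed fluorescence is measured by plate cytometry in unstimulated transgenic mouse T cells exposed to compound for 60 minutes, then stimulated 18 hours at 37 degrees C with anti-CD3/anti-CD4 beads plus anti-CD28.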
WRN inhibitor: WRN helicase (human) inhibition | Q14191 | WRN helicase unwinding, fluorescent forked duplex, kinetic | Potency, µM (top dose mostly 114 µM), for inactives: at the highest dose activity change, negative = inhibition, usual class: inhibitors | actives 0.46% (n = 360,000) | AID 651768; also: potency is read from the fitted curve at half-maximal effect; % is scaled to controls: 0 for no effect and ±100 for the full control effect; nearly all actives have a fitted effect of over 55% in size
Target sequence (Q14191 whole entry, looked up): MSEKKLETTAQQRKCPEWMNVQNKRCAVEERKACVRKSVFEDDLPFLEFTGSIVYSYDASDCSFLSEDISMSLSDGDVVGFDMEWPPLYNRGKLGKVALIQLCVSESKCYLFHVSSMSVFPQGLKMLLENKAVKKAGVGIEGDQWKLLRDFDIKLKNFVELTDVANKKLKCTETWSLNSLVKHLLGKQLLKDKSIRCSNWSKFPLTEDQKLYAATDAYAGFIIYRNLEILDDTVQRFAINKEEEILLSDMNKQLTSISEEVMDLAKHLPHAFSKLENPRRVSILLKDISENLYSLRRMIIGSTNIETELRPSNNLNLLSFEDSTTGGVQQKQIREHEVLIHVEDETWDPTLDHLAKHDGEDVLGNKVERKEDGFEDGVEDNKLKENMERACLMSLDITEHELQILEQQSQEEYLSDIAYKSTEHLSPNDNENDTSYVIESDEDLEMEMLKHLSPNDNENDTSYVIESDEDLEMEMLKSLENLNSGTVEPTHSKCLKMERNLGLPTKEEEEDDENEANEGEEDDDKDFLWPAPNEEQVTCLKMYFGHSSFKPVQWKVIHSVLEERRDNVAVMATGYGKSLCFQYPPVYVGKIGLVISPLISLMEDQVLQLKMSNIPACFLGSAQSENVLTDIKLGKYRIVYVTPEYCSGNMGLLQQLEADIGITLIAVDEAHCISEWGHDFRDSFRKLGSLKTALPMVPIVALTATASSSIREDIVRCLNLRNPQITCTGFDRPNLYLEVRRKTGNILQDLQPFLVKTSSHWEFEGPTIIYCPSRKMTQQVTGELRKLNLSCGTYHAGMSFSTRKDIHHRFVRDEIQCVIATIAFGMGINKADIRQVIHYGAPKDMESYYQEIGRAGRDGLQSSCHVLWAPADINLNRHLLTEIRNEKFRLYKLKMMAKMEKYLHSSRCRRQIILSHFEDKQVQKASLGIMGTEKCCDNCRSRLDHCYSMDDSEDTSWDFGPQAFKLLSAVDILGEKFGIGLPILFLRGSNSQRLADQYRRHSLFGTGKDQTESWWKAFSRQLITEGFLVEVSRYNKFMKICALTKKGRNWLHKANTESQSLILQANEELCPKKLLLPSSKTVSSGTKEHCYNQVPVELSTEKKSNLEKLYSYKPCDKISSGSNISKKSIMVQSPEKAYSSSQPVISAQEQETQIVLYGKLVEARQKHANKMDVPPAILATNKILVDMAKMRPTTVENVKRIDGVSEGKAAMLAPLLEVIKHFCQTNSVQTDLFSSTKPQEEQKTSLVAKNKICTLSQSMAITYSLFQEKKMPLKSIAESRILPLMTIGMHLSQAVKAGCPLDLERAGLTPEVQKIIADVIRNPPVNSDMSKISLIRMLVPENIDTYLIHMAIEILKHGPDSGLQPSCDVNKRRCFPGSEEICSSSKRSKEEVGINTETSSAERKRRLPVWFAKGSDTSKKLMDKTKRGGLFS
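Fluorescence dequenching readout, ex 525 nm/em 598 nm, kinetic mode: forked duplex DNA (100 nM final) with adjacent fluorophore and quencher unwound by WRN (20 nM final) with 2 mM ATP. Compound preincubation 15 min, room temperature.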
FUS yeast rescue: rescues growth of FUS-expressing yeast. actives 0.24% (n = 390,000). Potency, µM (series often up to 76.6 µM), for the others: at the highest dose growth rescue (activation), hits mostly activators. S. cerevisiae FUS-expressing, growth rescue, OD600, 24 h;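 also: potency is read from the fitted curve at half-maximal effect; plate controls were DMSO vehicle for no effect and reference control for full effect; nearly all actives have a fitted effect of over 55% in size; some results filed as inactive show a strong effect at the top dose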
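Compound concentration series was pinned onto galactose-induced FUS-expressing yeast seeded at OD 0.005. Plates sat 24hr at 30C; absorbance at 600 nm gave growth. DMSO served as background control.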
EPAC1 antagonist: EPAC1 (human) antagonism; O95398; EPAC1 GEF assay, Rap1b-BODIPY-GDP exchange fluorescence; Potency, µM (series often up to 115 µM), for inactives: at the highest dose activity change, negative = inhibition, usual class: inhibitors; actives 0.14% (n = 360,000);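 also: potency is read from the fitted curve at half-maximal effect; plate controls were vehicle for no effect and positive control for full effect; nearly all actives have a fitted effect of over 50% in size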
Abeta yeast res: compounds reversing amyloid beta toxicity in yeast; AID 1347071; yeast expressing A-beta42, growth rescue, OD600, 48 h; response scale: 0% DMSO, 100% iron-clioquinol control; Potency, µM (top dose mostly 46.1 µM), for inactives: at the highest dose growth rescue, most hits filed as activators; actives 0.063% (n = 410,000); also: potency is read from the fitted curve at half-maximal effect; nearly all actives have a fitted effect of over 55% in size
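Yeast A-beta toxicity model in growth medium with pinned compounds, 48 h at 30 C; growth read as absorbance at 600 nm. Normalized to FeCl3/clioquinol equimolar mix (positive) and DMSO (negative).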
Active calls of the source: *; u = inconclusive; x = not tested or not shown; & = joins results of further samples; [ ] = remark or other dose. Unless noted, calls follow the shape of the dose curve; as a rule, active = well fitted curve in the direction sought with a large enough effect; inconclusive = small, poorly fitted or top-dose-only effect, or another doubt; inactive = no such curve, though single readings can be large; an effect the other way counts as inactive or inconclusive.

SMILES	EPAC1 ag	aSyn rescue	PLK1 PBD inh	PI5P4Ka inh	IL-2 act	WRN inhibitor	FUS yeast rescue	EPAC1 antagonist	Abeta yeast res
COc1ccc(CCNC(=O)c2c(C)nn(-c3ccccc3)c2Cl)cc1	0%	5%	4%	-7	-4.7	-1%	x	4%	7%
Cc1ccc(-c2cn(-c3ccccc3F)c(=S)[nH]2)cc1	1%	-6%	u	-18	0.3	-3%[57.1 µM]	26%	-28%	u
O=C(CCC(=O)Nc1ccccc1Cl)NNC(=O)COc1ccc([N+](=O)[O-])cc1	8%	-4%	-10%	0	0.8	-4%	19%	-28%	-10%
COc1ccccc1N1CCN(C(=O)COc2ccc(C)cc2Br)CC1	24%	4%	-2%	-1	0.7	-6%	41%	-14%	1%
CN(C)C(=O)CCc1ccc2c3c([nH]c2c1)[C@]1(CCC2CCCC2)[C@@H](C(=O)N2CCOCC2)C[C@H](CC(=O)NCCCn2ccnc2)C(=O)N1CC3	12%	-10%	-9%	0	0.1	-7%	14%	0%	-6%
Cc1cccn2c(=O)c(C(=O)NC3CC(C)CC(C)(C)C3)c(O)nc12 (configuration not stated)	-1%	1%	-2%	1	-2.3	-6%	6%	-4%	-29%
O=c1oc2ccccc2cc1-c1csc(Nc2nc3c(F)cccc3s2)n1	3%	1%	-8%	-55*	-0.5	-24%	x	16%	-7%
O=[N+]([O-])c1ccc(N2CCN(S(=O)(=O)c3ccccc3)CC2)cc1NCC1CCCO1 (configuration not stated)	5%	1%	-4%	-5	1.7	-1%	-7%	0%	-1%
Cc1cc(C)nc(SCc2nc3ccccc3n2C)n1	-2%	8%	-3%	1	-2.2	11%	14%	8%	14%
O=C1OCC(CO)(CO)N=C1NNc1ccccc1[N+](=O)[O-]	-6%	1%	5%	2	-4.3	1%	-37%	-11%	14%
Cc1cccc(NC(=O)Nc2cccc(Oc3c(F)c(F)c(F)c(F)c3F)c2)c1	-1%	0%	4%	x	-2.2	-7%	-19%	3%	19%
O=C(NN=C1CCC(=NNC(=O)c2cccnc2)CC1)c1cccnc1	16%	0%	-3%	16	0.0	0%	-16%	4%	15%
COCCCNC(=S)NC1CC2CCCC(C1)N2Cc1cccs1 (configuration not stated)	-5%	0%	-2%	x	-1.3	1%	3%	5%	-19%
O=C(NCc1cc([N+](=O)[O-])ccc1O)c1cc(-c2ccncc2)nc2ccccc12	3%	7%	0%	1	-3.5	0%	17%	-9%	-4%
CCN1C(=O)CCN(C2CCCC2)c2nc(Nc3ccc(C(=O)NC4CCN(C)CC4)cc3OC)ncc21	-17%	-7%	-23%	-4	-0.2	-17%	-4%	-9%	-9%
C=C(C)CN(CC)c1ccc(N2C(=O)CCCC2=O)cc1[N+](=O)[O-]	-1%	u	1%	-4	-0.4	-6%	10%	4%	-2%
O=C(Cc1ccccc1)NC(NNc1ccccc1)(C(F)(F)F)C(F)(F)F	-2%	-6%	27µM*	-7	0.0	-11%	1%	-13%	6%
COc1ccc(N(CC(=O)NCCc2ccc(C)cc2)S(=O)(=O)c2c(C)noc2C)cc1	0%	1%	3%	6	-0.8	1%	28%	-6%	2%
O=C(NC1CCCc2ccccc21)C1CCC(CNS(=O)(=O)c2cccc3nsnc23)CC1 (configuration not stated)	-18%	-4%	2%&-17%	-1	-1.7	-1%	-15%	6%	-10%
COc1ccc(N(Cc2cc3ccc(C)cc3[nH]c2=O)C(C)=O)cc1	0%	-3%	-10%	-4	-3.3	12%	23%	-3%	0%
O=C(/C=C/c1ccccc1)Nc1cccnc1	-6%	0%	-2%	-2	1.0	9%	-21%	-4%	-20%
N#Cc1ccccc1Sc1ccccc1C(=O)OCC(=O)NC1CCS(=O)(=O)C1 (configuration not stated)	-4%	-14%	-14%	-1	0.1	-22%	x	6%	-14%
CC(C)C[C@H]1CN(CCCC[C@@H]2CNC(=O)C(=O)N2Cc2ccccc2)C(=O)C(=O)N1CCC1CCCCC1	-8%	-3%	4%	0	0.0	-4%	32%	-17%	0%
CC(C)(C)NC(=O)Cn1nnc(-c2ccccc2NC(=O)c2cnccn2)n1	0%	8%	3%	2	-0.2	-1%	0%	-1%	22%
CCC1(CC)NC(=O)N(CC(=O)OCC(=O)Nc2cc(OC)ccc2OC)C1=O	10%	-3%	-12%	-3	2.2	4%	-7%	-6%	8%
(listing goes on)
SMILES	EPAC1 ag	aSyn rescue	PLK1 PBD inh	PI5P4Ka inh	IL-2 act	WRN inhibitor	FUS yeast rescue	EPAC1 antagonist	Abeta yeast res
CN(C)c1ccc(NC(=S)NC23CC4CC(CC(C4)C2)C3)cc1	-1%	-4%	-14%	1	-0.7	1%	u	-1%	u
O=C(Nn1c(SCc2ccc([N+](=O)[O-])cc2)nc2ccccc2c1=O)c1ccc(F)cc1	3%	3%	-14%	6	0.3	-18%	13%	-22%	30%
COc1ccc(N2CCN(C(=O)c3ccc(CS(=O)Cc4ccc(Cl)cc4)o3)CC2)cc1 (configuration not stated)	-7%	16%	-2%	-8	-2.9	2%	34%	u	5%
O=S(=O)(c1cc(Cl)ccc1Cl)N1CCN(Cc2ccco2)CC1	8%	7%	-1%	-2	-0.8	3%	9%	-1%	6%
CC(C)(C)NC(=O)NC(=O)CN1CCN(Cc2ccccc2)CC1	-15%	-3%	30µM*	-4	0.8	3%	10%	-6%	-11%
COc1ccc2oc(C(=O)OCC(=O)c3ccc4c(c3)OCCO4)c(C)c2c1	13%	-4%	-1%	6	-1.7	-8%	25%	-13%	3%
CCCn1c(NCc2cccs2)nc2ccccc21	3%	-4%	-3%	-2	0.5	-4%	0%	9%	-1%
N=c1c(S(=O)(=O)c2ccc(Cl)cc2)cc2c(=O)n3ccccc3nc2n1C1CCCCC1	12%	1%	-7%	1	-2.2	-14%	-3%	-14%	-15%
Nc1nc(N)c(N=Nc2ccc(C(=O)O)cc2)c(N)n1	-16%	-2%	-4%	u	-2.0	-4%	-7%	-14%	-2%
CC(C)(C)c1ccc(S(=O)(=O)N2CCN(C(=O)C3=COCCO3)CC2)cc1	-17%	9%	3%	3	0.1	-6%	-7%	-5%	-28%
Cc1ccc(S(=O)(=O)N2CCCCC2)cc1C(=O)NCC1CCCO1 (configuration not stated)	-5%	-4%	-5%	4	-0.7	1%	x	-17%	3%
COc1ccc(NS(=O)(=O)c2cc(NC(=O)c3sccc3C)ccc2N2CCOCC2)cc1	-5%	-2%	-1%	-3	-3.2	-9%	-19%	9%	-3%
CCc1ccccc1NC(=O)CSc1nc2ccccc2n1CC(=O)N1CCCC1	-7%	3%	0%	13	0.2	-10%	2%	12%	4%
O=C(CCn1c(=O)oc2ccccc21)Nc1cccc(Cl)c1	6%	7%	-6%	13	-1.8	0%	-27%	5%	1%
COc1ccc2nc(Cl)c(C=O)c(N3CCOCC3)c2c1	-9%	12%	-7%	2	-1.2	-1%	-11%	-4%	-14%
O=C(NCC1CCCO1)c1ccccc1NS(=O)(=O)c1ccc(F)cc1 (configuration not stated)	9%	-5%	0%	0	-3.4	u	x	11%	-12%
O=C(COc1ccccc1)NC(=S)Nc1cccc2c(O)cccc12	-8%	-5%	-1%	-14	1.8	6%	23%	2%	4%

Compounds above that have a nitro group on carbon, in the order listed:
SMILES	EPAC1 ag	aSyn rescue	PLK1 PBD inh	PI5P4Ka inh	IL-2 act	WRN inhibitor	FUS yeast rescue	EPAC1 antagonist	Abeta yeast res
O=C(CCC(=O)Nc1ccccc1Cl)NNC(=O)COc1ccc([N+](=O)[O-])cc1	8%	-4%	-10%	0	0.8	-4%	19%	-28%	-10%
O=[N+]([O-])c1ccc(N2CCN(S(=O)(=O)c3ccccc3)CC2)cc1NCC1CCCO1 (configuration not stated)	5%	1%	-4%	-5	1.7	-1%	-7%	0%	-1%
O=C1OCC(CO)(CO)N=C1NNc1ccccc1[N+](=O)[O-]	-6%	1%	5%	2	-4.3	1%	-37%	-11%	14%
O=C(NCc1cc([N+](=O)[O-])ccc1O)c1cc(-c2ccncc2)nc2ccccc12	3%	7%	0%	1	-3.5	0%	17%	-9%	-4%
C=C(C)CN(CC)c1ccc(N2C(=O)CCCC2=O)cc1[N+](=O)[O-]	-1%	u	1%	-4	-0.4	-6%	10%	4%	-2%
O=C(Nn1c(SCc2ccc([N+](=O)[O-])cc2)nc2ccccc2c1=O)c1ccc(F)cc1	3%	3%	-14%	6	0.3	-18%	13%	-22%	30%

Complete entries, quoted from the list. Values in the order: EPAC1 ag | aSyn rescue | PLK1 PBD inh | PI5P4Ka inh | IL-2 act | WRN inhibitor | FUS yeast rescue | EPAC1 antagonist | Abeta yeast res
`CC(C)(C)NC(=O)NC(=O)CN1CCN(Cc2ccccc2)CC1` is listed as -15% | -3% | 30µM* | -4 | 0.8 | 3% | 10% | -6% | -11%
`CCC1(CC)NC(=O)N(CC(=O)OCC(=O)Nc2cc(OC)ccc2OC)C1=O` is listed as 10% | -3% | -12% | -3 | 2.2 | 4% | -7% | -6% | 8%
